FBW7 activator: FBW7 E3 ligase activators, primary screen, biochemical, AlphaScreen, human; AlphaScreen FBW7–phospho-cyclin E peptide binding, activator screen; 650,000 tested, 0.13% active; F-box/WD repeat-containing protein 7 (Homo sapiens), Q969H0; normalized activity (activation), % at 26.1 µM; in the data active = normalized activity above about 1.9%;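 also: purified mutant Fbw7 with reduced substrate affinity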
GPR151 activ: activators of human GPR151, primary screen, cell-based, PathHunter beta-arrestin, luminescence | G-protein coupled receptor 151 (Homo sapiens), Q8TDV0 | PathHunter beta-arrestin GPR151 cells | activation, % at 11.2 µM | 650,000 tested, 1% active; in the data active = activation above about 4.9%;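 also: 0% = median of compound wells and 100% = cells with positive control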
Target sequence (Q8TDV0 whole entry, looked up): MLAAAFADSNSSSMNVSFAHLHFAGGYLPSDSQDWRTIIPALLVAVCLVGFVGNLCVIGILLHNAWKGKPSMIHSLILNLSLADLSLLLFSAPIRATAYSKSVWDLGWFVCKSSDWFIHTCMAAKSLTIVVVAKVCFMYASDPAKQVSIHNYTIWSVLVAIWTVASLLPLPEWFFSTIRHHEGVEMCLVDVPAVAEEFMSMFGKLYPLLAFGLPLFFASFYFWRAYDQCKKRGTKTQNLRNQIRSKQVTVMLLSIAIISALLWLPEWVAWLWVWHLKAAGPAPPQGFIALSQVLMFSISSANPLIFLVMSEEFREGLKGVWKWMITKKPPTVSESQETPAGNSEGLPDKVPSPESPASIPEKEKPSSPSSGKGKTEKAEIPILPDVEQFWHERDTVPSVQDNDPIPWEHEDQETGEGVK
MITF primary: MITF inhibitors, primary screen, biochemical, AlphaScreen, human; Microphthalmia-associated transcription factor (Homo sapiens), O75030; AlphaScreen MITF homodimerization, bead proximity signal; inhibition, % at 2.6 µM; 650,000 tested, 0.91% active; AID 1259374, 2018; in the data active = inhibition above about 50%;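 also: 0% = vehicle wells with protein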
Target sequence (O75030 whole entry, looked up): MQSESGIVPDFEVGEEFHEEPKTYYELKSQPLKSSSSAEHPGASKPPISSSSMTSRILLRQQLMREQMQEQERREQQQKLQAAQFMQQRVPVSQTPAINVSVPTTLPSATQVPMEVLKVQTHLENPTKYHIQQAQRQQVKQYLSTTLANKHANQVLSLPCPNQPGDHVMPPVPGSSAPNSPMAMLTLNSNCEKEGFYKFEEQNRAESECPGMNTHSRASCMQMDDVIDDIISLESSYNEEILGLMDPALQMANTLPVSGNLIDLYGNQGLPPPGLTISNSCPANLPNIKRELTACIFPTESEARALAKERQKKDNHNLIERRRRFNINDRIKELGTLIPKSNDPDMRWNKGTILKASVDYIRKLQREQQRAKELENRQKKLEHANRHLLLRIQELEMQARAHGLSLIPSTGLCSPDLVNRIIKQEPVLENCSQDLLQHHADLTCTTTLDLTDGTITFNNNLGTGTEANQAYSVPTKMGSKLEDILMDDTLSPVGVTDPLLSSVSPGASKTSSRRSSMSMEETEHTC
TEAD-YAP inh: TEAD-YAP interaction inhibition, primary screen, TEAD-YAP interaction inhibitor project, luminescence, HEK-TIYL cells; TEAD-Gal4/YAP UAS-luciferase luminescence; inhibition, % at 9.12 µM; 640,000 tested, 1.4% active; AID 1259422, 2018; in the data active = inhibition above about 32%;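 also: 0% = median of test compound wells and 100% = reference inhibitor wells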
The depositor's hits bear a star. Outcome played no part in choosing rows. Share with any hit: about 3.4%.

SMILES	FBW7 activator	GPR151 activ	MITF primary	TEAD-YAP inh
CC(=O)N1CCCC(c2nnc(CC(C)(C)C)o2)C1 (stereo unspecified)	-0.1	0.5	2	1
COc1ccc(-c2c(C(F)(F)F)oc3cc(O)ccc3c2=O)cc1	-0.9	-0.6	3	-5
OC1CCC(Nc2nc(NC3CCN(Cc4ccccc4)CC3)c3ncn(C4CCCCC4)c3n2)CC1 (stereo unspecified)	0.4	-0.4	9	10
Cc1ccc(C2=NN(S(C)(=O)=O)C(c3ccc4nccnc4c3)C2)cc1 (stereo unspecified)	0.1	-0.1	14	-50
O=C(CNC(=S)N(Cc1cccs1)C1CCCCC1)NCc1ccc(F)cc1	0.0	-1.2	-6	5
CO[C@H]1[C@H](NC(=O)CSC)c2ccccc2C12CCN(Cc1cccc(F)c1F)CC2	-0.2	1.8	-11	1
Cc1cccn2c(CNCc3cnn(Cc4ccccc4)c3)c(C(=O)N3CCCCC3)nc12	0.0	0.5	7	-8
COc1ccc(Br)cc1/C=C1\N=C(c2ccc([N+](=O)[O-])cc2Cl)OC1=O	-0.1	-1.0	0	-2
C=CCNC(=O)/C(=C\c1cccc(Br)c1)NC(=O)c1ccco1	0.1	2.4	0	-7
CCCCc1cc(=O)oc2cc(OC)ccc12	0.0	0.1	0	-9
Cc1nc(Nc2ccccc2)cc(-c2cncc(-c3ccc(F)cc3)c2)n1	0.0	2.5	4	-6
COc1ccc(NC(=O)CSc2ccccc2)cc1NC(=O)c1ccco1	0.2	-1.4	-3	8
O=S(=O)(Nc1ccc(-c2cn3ccccc3n2)cc1)c1cccc2ccccc12	-0.1	0.4	12	-15
NC(=O)CSc1ncnc2scc(-c3ccc(Br)cc3)c12	-0.1	0.7	3	-7
CCCCNS(=O)(=O)c1cc(-c2nnc(OC)c3ccccc23)ccc1C	-0.2	-0.3	1	-6
COc1cc2c(cc1OC)C(COc1ccccc1OC)N(C(=O)Nc1ccc(Cl)cc1)CC2 (stereo unspecified)	-0.1	-0.2	3	13
Cn1c(NNC(=O)CC(c2ccccc2)c2ccccc2)cc(=O)n(C)c1=O	0.2	-1.3	2	3
FC(F)(F)c1cccc(CNc2nc(NC3CCN(Cc4ccccc4)CC3)nc3nc[nH]c23)c1	-0.1	0.4	7	-1
COc1ccc(CCNc2cc(C)nc(Nc3ccncn3)n2)cc1	0.0	3.0	-6	-4
Cc1cc(C)cc(N2C(=O)C3CCCN3C2=S)c1 (stereo unspecified)	0.0	0.7	-3	4

3 compounds from above, arranged by SMILES length, ascending:
SMILES	FBW7 activator	GPR151 activ	MITF primary	TEAD-YAP inh
NC(=O)CSc1ncnc2scc(-c3ccc(Br)cc3)c12	-0.1	0.7	3	-7
COc1ccc(-c2c(C(F)(F)F)oc3cc(O)ccc3c2=O)cc1	-0.9	-0.6	3	-5
O=S(=O)(Nc1ccc(-c2cn3ccccc3n2)cc1)c1cccc2ccccc12	-0.1	0.4	12	-15

Remaining list, next part:
SMILES	FBW7 activator	GPR151 activ	MITF primary	TEAD-YAP inh
COCCNC(=O)/C(C#N)=C/C(C)=C/c1ccccc1	0.0	-1.1	-27	-17
N#CCSc1nnc(-c2ccccc2)c(-c2ccccc2)n1	-0.1	-0.6	-5	-5
COC(=O)C1=C(C)Nc2ncnn2C1c1ccc(OC)cc1 (stereo unspecified)	0.4	-0.1	14	0
O=[N+]([O-])c1ccc2[nH]cc(S(=O)(=O)Nc3ccc(F)cc3)c2c1	-0.1	1.0	0	-10
CCSc1nnc2c(n1)OC(c1cc3c(cc1Br)OCO3)N(C(C)=O)c1ccccc1-2 (stereo unspecified)	-0.2	-1.2	9	5
O=C(Cc1ccccc1)Nc1cc(NCc2ccccc2)ncn1	0.1	0.3	11	-6
Oc1ccc(-c2csc(-c3ccccc3)n2)c(O)c1	0.1	-2.2	12	-53
CCOC(=O)c1c(C)oc2cc(Br)c(OC(C)=O)cc12	0.0	-1.3	-14	-27
CC(C)c1cc(C(C)C)c(N2CCOCC2)c(C(C)C)c1	0.1	0.3	12	2
COc1cc2cc(CNc3ccc(C)cc3)c(=O)n(CC(=O)Nc3ccc(F)cc3)c2cc1OC	0.3	0.9	19	-12
COC(=O)c1ccc(NC(=O)C(c2ccccc2)C(c2ccccc2)c2ccccc2)cc1 (stereo unspecified)	0.1	0.8	-2	7
CN=C(NC)SCc1c(C)noc1C	0.5	-0.1	11	3
O=C(Nc1c2c(nn1-c1ccc(Cl)cc1)CS(=O)(=O)C2)c1c(F)cccc1Cl	-0.1	-0.5	-5	-3
COC(=O)c1ccc(N2C(=O)CC(N3CCN(C/C=C\c4ccccc4)CC3)C2=O)cc1 (stereo unspecified)	-0.1	1.9	-1	5
CCCCCNS(=O)(=O)c1cc(C(=O)O)ccc1F	-0.3	-0.3	0	-11
C=CCSc1nc2c(c(=O)[nH]1)C(c1ccc(OC)c(O)c1)C1=C(CCCC1=O)N2 (stereo unspecified)	-0.2	-1.3	22	2
Cc1ccc(C2=N/C(=C/c3ccc(C(C)C)cc3)C(=O)O2)cc1C	0.0	-0.9	26	7
CN(C)c1ccccc1-c1cnc2c(NCc3cccs3)nccn12	0.3	-0.8	12	5
O=C1CCCCN1c1cccc(NS(=O)(=O)c2cc(F)ccc2F)c1	0.7	7.1*	11	12
CC(C)(C)c1ccc(OCCC(=O)NNC(=O)C2COc3ccccc3O2)cc1 (stereo unspecified)	0.1	-2.2	2	-5

Structural class, the entries above with a nitro group on carbon (two)
SMILES	FBW7 activator	GPR151 activ	MITF primary	TEAD-YAP inh
COc1ccc(Br)cc1/C=C1\N=C(c2ccc([N+](=O)[O-])cc2Cl)OC1=O	-0.1	-1.0	0	-2
O=[N+]([O-])c1ccc2[nH]cc(S(=O)(=O)Nc3ccc(F)cc3)c2c1	-0.1	1.0	0	-10

(further entries)
SMILES	FBW7 activator	GPR151 activ	MITF primary	TEAD-YAP inh
CCOC(=O)c1ccc(NC(=O)CN(CCc2ccccc2)S(=O)(=O)c2ccc(OC)cc2)cc1	-0.2	0.7	-1	-16
OCCN1CCN(CC(O)COc2ccc3c(c2)OCO3)CC1 (stereo unspecified)	-0.2	-0.6	-6	7
COc1ccc(CCNc2ncnc3sccc23)cc1OC	0.6	3.4	19	56*
Cc1ccc(S(=O)(=O)N(C)C(=O)NC(=O)Nc2cccc(C(F)(F)F)c2)cc1	0.3	-0.6	15	-15
COc1ccc(CCNC(=O)CN2CCN(c3ccc(C)c(Cl)c3)CC2)cc1OC	0.0	-0.1	-2	-9
Cc1cc(=O)oc2c3c(ccc12)OCN(c1ccc(C(=O)O)cc1)C3	0.1	-0.5	-6	1
COc1ccc(-c2ncc(C)c(Nc3ccc(NC(C)=O)cc3)n2)cc1	0.0	0.8	8	10
CC(C)(C)c1ccc(C(=O)Nc2ccc(O)c(-c3nc4ccccc4o3)c2)cc1	-0.1	1.1	21	-1
CCc1ccc(NS(=O)(=O)c2cccc3nsnc23)cc1	0.0	-1.5	3	-15
Cc1cc(I)ccc1N1C(=O)/C(=C\c2ccccc2)N=C1c1ccccc1	0.1	-0.5	5	8
COc1cc(/C=C2\N=C(c3ccc(C)c(C)c3)OC2=O)ccc1OC(C)=O	-0.1	0.1	-3	-10
CCSc1ncc(Cl)c(C(=O)Nc2ccccc2)n1	1.1	-0.9	7	8
O=C(NC(Cc1ccccc1)C(=O)NCc1ccccn1)OCc1ccccc1 (stereo unspecified)	0.2	3.6	-5	8
COc1cc2nc(Nc3ccc(N4CCOCC4)cc3)nc(NCc3ccccc3)c2cc1OC	-0.4	1.5	17	-4
O=C1CC(N2CCN(c3ccccc3)CC2)C(=O)N1c1cc(Cl)cc(Cl)c1 (stereo unspecified)	-0.1	-1.3	-2	3
CC(=O)Nc1ccc(NC(=O)c2nccc3ccccc23)cc1	0.2	-0.3	15	-19
CC(=O)c1ccccc1-c1ccc2c(c1)CC(CNC(=O)CN(C)C)O2 (stereo unspecified)	0.3	-0.6	-2	1
COc1ccc(N2C(=O)c3ccccc3NC2c2cc(OC)c(OC)c(OC)c2)cc1 (stereo unspecified)	0.3	0.1	14	-39
COc1ccc(C2(c3cccc(F)c3)CCCCC2)cc1	0.0	-0.2	4	-4
CC(Oc1ccc2c(=O)c(-c3ccc(Cl)cc3)coc2c1)C(=O)OC1CCCCC1 (stereo unspecified)	0.1	2.4	-11	-48
Cc1ccccc1-c1noc(-c2cc(-c3ccc(F)cc3)nc3ccccc23)n1	-0.1	2.1	-4	-4
Cc1cc2c(c(=O)o1)C(c1cc3c(cc1Br)OCO3)C(C#N)=C(N)O2 (stereo unspecified)	0.6	2.4	19	1
Cc1cc2c(N3CCCCC3)ncnc2s1	0.1	0.9	15	5
CCCCSc1nc2sc3c(c2c(=O)n1CCCC)CCCC3	-0.3	0.1	5	3
CCOC(=O)c1cnc2c(C)cc(Cl)cc2c1Nc1cccc(Cl)c1C	-0.1	0.9	3	0
CC(C)C(=O)Nc1ccc(NC(=O)c2cnccn2)cn1	1.7	1.9	4	9
O=C(NCC1(c2ccccc2)CCOCC1)C1CC(CCc2ccccc2)=NO1 (stereo unspecified)	0.1	1.8	25	-45
CC(=O)Nc1ccc(C(=O)NCc2ccncc2)cc1	0.3	-0.5	0	13
O=C(Nc1cnc2c(C(=O)O)cccn2c1=O)c1ccc(F)cc1	0.4	-0.5	12	8
CC(C)c1ccc(C2C(C#N)=C(N)OC(N)=C2C#N)cc1	-0.2	-0.4	-7	-2
COc1nc(C)nc2c1sc(=S)n2C	0.0	0.7	4	-9
Cc1ccc(OCCN(C)C(=O)C2CC23CCN(Cc2cn(C)nc2C)CC3)cc1 (stereo unspecified)	0.6	-0.5	19	-13
O=C(COc1ccc(N2CCCC2)nn1)N1CCC(c2ccncc2)CC1	-0.1	0.3	8	-4
CC1CN(C(=S)NC(=O)c2ccccc2Cl)CC(C)O1 (stereo unspecified)	-0.1	0.4	-4	5
Cc1c(Br)c([N+](=O)[O-])nn1CC(=O)Nc1nc2ccccc2n1C	-0.5	-0.7	2	9
O=C(Cn1ncc2c(=O)oc3ccccc3c21)N1CCN(Cc2ccc3c(c2)OCO3)CC1	0.1	1.2	-1	9
Cc1ccc(C(=O)N2CCCC2)c(F)c1F	0.1	-0.1	13	3
O=C(/C=C/c1ccncc1)N1CCCC(N2CCN(c3ccccc3)CC2)C1 (stereo unspecified)	0.0	-0.6	-9	-8
O=c1c2sccc2nc(SCc2cc(=O)n3cc(Br)ccc3n2)n1Cc1ccccn1	-0.1	0.0	6	-21
O=C1NC(Cc2c[nH]c3ccccc23)C(=O)N1c1ccc(F)cc1 (stereo unspecified)	-0.4	1.5	-4	-7
Cc1cc2c(=O)n(CC(=O)Nc3c(F)cccc3F)cnc2s1	0.0	-0.7	10	3
COc1ccc(C(C#N)N2CCN(C(C#N)c3ccc(OC)c(OC)c3)CC2)cc1OC (stereo unspecified)	0.0	-0.9	22	-3
CCc1ccc2[nH]c(=O)c(CN(Cc3nnnn3Cc3ccco3)CC3CCCO3)cc2c1 (stereo unspecified)	0.4	-2.7	-16	-52
CSc1ccccc1NC(=O)Cn1nc([N+](=O)[O-])cc1C	0.7	-1.0	7	-2
NC(=O)C1CCN(S(=O)(=O)c2ccc(Br)cc2Cl)CC1	0.2	-0.2	12	1
COc1cccc(Nc2ncnc3nc[nH]c23)c1	-0.3	-5.6	5	-20
COc1ccc(S(=O)(=O)N(C)C)cc1NC(=O)c1cc(Br)ccc1Cl	-0.1	0.0	0	3
O=C(CCCNc1ccc([N+](=O)[O-])cc1[N+](=O)[O-])OCC(=O)c1ccccc1	-0.1	-0.6	-4	-3
O=C(NC(=S)Nc1cc(-c2nc3ncccc3o2)ccc1Cl)c1ccc(Cl)cc1	0.0	-0.6	5	-7
Cc1cc(=O)n2[nH]cc(C(=O)NCc3ccccc3)c2n1	-0.1	-0.5	-10	-7
O=C(c1sc2ccccc2c1Cl)n1cccn1	0.1	0.4	9	14

Of the compounds above, these contain a CF3 group:
SMILES	FBW7 activator	GPR151 activ	MITF primary	TEAD-YAP inh
COc1ccc(-c2c(C(F)(F)F)oc3cc(O)ccc3c2=O)cc1	-0.9	-0.6	3	-5
FC(F)(F)c1cccc(CNc2nc(NC3CCN(Cc4ccccc4)CC3)nc3nc[nH]c23)c1	-0.1	0.4	7	-1
Cc1ccc(S(=O)(=O)N(C)C(=O)NC(=O)Nc2cccc(C(F)(F)F)c2)cc1	0.3	-0.6	15	-15

Compound activity from PubChem BioAssay.
